MITF TRPM1 inh – inhibitors of MITF-driven TRPM1 promoter in melanoma cells. SK-MEL-5 TRPM1 promoter luciferase, 24 h. AID 488899. 330,000 tested, 0.83% active. inhibition, % at 12.5 µM;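 active means mean inhibition across replicates of 60% or more, whatever share of single replicates reaches that level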; further: values of inactives mirror those of a sister screen read the other way
LMP1 NFkB inh – Epstein-Barr LMP1 NF-kappaB reporter inhibition | LMP1-induced NF-kappaB luciferase reporter cells, luminescence | inhibition, % at 12.5 µM | 350,000 tested, 0.69% active; in the data active means inhibition above about 41%;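 further: 0% = neutral control wells and 100% = reference inhibitor control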
CF NFkB inh – cystic fibrosis NF-kB activation inhibition; KKLEB NF-kB-GFP reporter, PAF-induced, GFP fluorescence overnight; inhibition, % at 5 µM; 360,000 tested, 0.86% active;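 active means at least 50% inhibition at 5 µM, scaled per plate between neutral and stimulator controls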;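 further: PAF is a Pseudomonas aeruginosa culture filtrate used as stimulus; plate controls were PAF-stimulated DMSO wells for no effect and unstimulated DMSO wells for full effect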
NR2E3 ag-1 – activates human photoreceptor nuclear receptor NR2E3. GST-NR2E3/biotin-RetCOR TR-FRET, 1536-well. inhibition of corepressor binding, % at 4.78 µM. AID 2300. Q9Y5X4. 320,000 tested, 0.12% active;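 active means percent inhibition above the cutoff of mean plus 3 SD of all tested compounds, set per screening campaign, cut at about 20% in these data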;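 further: 0% = DMSO wells and 100% = biotin wells as full block of FRET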
Target sequence (Q9Y5X4 whole entry, looked up): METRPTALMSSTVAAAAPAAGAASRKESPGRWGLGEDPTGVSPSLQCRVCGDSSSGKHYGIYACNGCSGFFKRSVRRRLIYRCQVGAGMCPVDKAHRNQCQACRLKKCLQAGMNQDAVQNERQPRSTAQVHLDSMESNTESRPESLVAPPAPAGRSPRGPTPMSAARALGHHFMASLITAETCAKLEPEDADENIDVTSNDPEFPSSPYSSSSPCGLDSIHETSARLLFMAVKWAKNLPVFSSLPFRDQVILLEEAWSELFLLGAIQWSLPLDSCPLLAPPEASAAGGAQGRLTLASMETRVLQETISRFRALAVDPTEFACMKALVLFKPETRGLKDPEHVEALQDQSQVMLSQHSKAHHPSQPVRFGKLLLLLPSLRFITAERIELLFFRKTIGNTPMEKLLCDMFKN
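Material: NR2E3–RetCOR corepressor complex / Amount: 1.35 nM GST-NR2E3 / Medium: Tris pH 7.5 / Compound: single nominal compound dose of 4.8 µM / Incubation: 5 h at 4 °C / Technique: TR-FRET, Eu(K)-anti-GST donor, streptavidin-D2 acceptor, ex 340, em 617/671 nm / Read-out basis: percent loss of FRET ratio relative to control wells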
KKLEB tox – counter-screen for CF NF-kB inhibitors: cytotoxicity; 360,000 tested, 0.36% active; activity change (cytotoxicity), % at 5 µM; KKLEB CF airway cells viability, ATPlite luminescence, overnight; hits give low values; cells stimulated with P. aeruginosa culture filtrate;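 active means corrected activity change at or below -50% at 5 µM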
NR2E3 ag-2 – human photoreceptor-specific nuclear receptor agonism; CHO-S Gal4-NCOR/VP16-NR2E3 two-hybrid, luciferase; inhibition of corepressor binding, % at 3.98 µM; AID 602229; Q9Y5X4; 360,000 tested, 0.35% active;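 active means inhibition above the mean of all tested compounds plus 3 SD, cut at about 70% in these data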;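 further: 0% = DMSO with NR2E3 transfected cells and 100% = cells lacking NR2E3 construct; higher means lower luciferase signal from less NR2E3 corepressor binding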
TRAIL sens C8 – sensitizes caspase-8 expressing cells to TRAIL; 360,000 tested, 1% active; AID 624354; NB7+C8 cells + TRAIL, ATPlite viability luminescence; inhibition (viability loss, TRAIL sensitization), % at 10 µM;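 active means compounds causing at least 50% loss of cell viability in the single-dose screen, relative to plate controls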
HIF-2a block – blocks HIF-2a reporter activity | 786-0 RCC cells HIF-2a reporter, luciferase luminescence, overnight | inhibition, % at 18.8 µM | 360,000 tested, 0.72% active;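 active means inhibition of the luminescence signal of 40% or more relative to plate controls, in a single-dose primary screen at 18.75 µM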
Shn3 3UTR inh – Schnurri-3 reporter inhibition in Clone20 osteoblasts; Clone20 osteoblast Shn3 3'UTR firefly luciferase, 24 h; 360,000 tested, 0.52% active; inhibition, % at 12.5 µM;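 active means mean inhibition of at least 75% with every replicate also reaching 75%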;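 further: 0% = median of neutral control wells and 100% = pilot-screen positive control compound; some compounds past the cut are filed as inactive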
Peg3 promoter – reduces Peg3 promoter-driven luciferase expression in HeLa | HeLa PEG-Prom luciferase reporter, luminescence, overnight | inhibition, % at 20 µM | 360,000 tested, 1.7% active | AID 588405;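 active means inhibition of at least 50% at 20 µM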
iPSC survival up – increases survival of single human iPS cells; hiPSC single-cell survival, ATPlite luminescence; 100% = ROCK inhibitor wells, 0% = DMSO; survival enhancement, % at 20 µM; 360,000 tested, 0.044% active; AID 602274; in the data active means survival enhancement above about 18%;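 further: cells exposed to compounds for 16 hours before the ATP read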
Active calls of the source: *; x = no result given; & = joins results of further samples.

item | molecule | MITF TRPM1 inh | LMP1 NFkB inh | CF NFkB inh | NR2E3 ag-1 | KKLEB tox | NR2E3 ag-2 | TRAIL sens C8 | HIF-2a block | Shn3 3UTR inh | Peg3 promoter | iPSC survival up
1 | Clc1ccc(-n2ncc3c(NCc4ccco4)ncnc32)cc1 | -30 | -16 | 0 | -1 | -15 | -203 | -5 | -300 | -30 | -250 | -0.2
2 | COc1ccc(C(=O)C[n+]2cc(-c3ccc(OC)cc3)n3c2CCCC3)cc1 | 39&30 | -4&-2 | -5&-12 | 1&2 | 16&4 | -7&32 | 21&31 | 12&20 | 43&29 | 7&15 | -2.4&-2.5
3 | Cc1cc(NC(=O)CS(=O)(=O)c2cn(Cc3ccc(F)cc3)c3ccccc23)no1 | 4 | 1 | 19 | 4 | 1 | 33 | 6 | 14 | 53 | 14 | 0.9
4 | NC[C@H](Cc1ccccc1)NCCc1cc(C(F)(F)F)cc(C(F)(F)F)c1 | 19 | -5 | -24 | x | 2 | 17 | 8 | 8 | 1 | 19 | -4.0
5 | CCC1(c2ccccc2)NC(=O)N(CC(=O)Nc2ccccc2C(=O)NC2CC2)C1=O (configuration not stated) | 8 | -3 | 34 | 4 | -11 | 8 | -1 | 15 | -13 | 7 | -0.4
6 | Cc1cnc(C(=O)OCC(=O)NC(C)C)cn1 | -11 | -11 | 1 | 1 | 12 | 13 | -6 | 12 | 11 | -7 | -2.0
7 | Cc1ccc(-n2c(C)cc(/C=N/NC(=O)c3ccncc3)c2C)cc1 | -23 | 0 | 11 | 4 | -11 | 2 | -3 | -63 | 6 | -15 | -1.4
8 | CN1CCC(NC(=O)CCc2ccccc2)CC1 | -8 | 18 | 10 | 0 | -1 | -23 | -5 | 5 | 6 | -12 | 0.0
9 | O=S(=O)(N1CCCCCC1)N1CCNCC1 | 6 | -18 | 2 | 0 | -17 | 2 | 3 | 8 | 4 | -1 | 0.2
10 | Cc1ccc2nsnc2c1S(=O)(=O)N1CCN(CCc2ccccc2)CC1 | -2 | 6 | -1 | 4 | 4 | -24 | 2 | 21 | 9 | 17 | 1.4
11 | Cc1cc(N2C(=O)C(=O)/C(=C(/O)c3ccc(F)cc3)C2c2ccc(Cl)cc2)no1 (configuration not stated) | -8 | 0 | -6 | 5 | 1 | 36 | -4 | -25 | -6 | 3 | 1.2
12 | Cn1cccc1C(=O)NC(=O)COC(=O)c1ccccc1O | 2 | 7 | -2 | 4 | -4 | -3 | -5 | 1 | 13 | -1 | 1.8
13 | Cc1nnc(NC(=O)c2ccc(-c3cccc(C(F)(F)F)c3)o2)s1 | -18 | 2 | 14 | 1 | -8 | -7 | -5 | 5 | -16 | 14 | 4.0
14 | COc1ccc2c(=O)cc(CO)oc2c1 | 1 | 0 | 37 | x | -5 | -18 | -6 | 12 | 9 | -29 | -1.2
15 | Cc1nc(SCC(=O)N2CC(C)OC(C)C2)nc(C)c1C (configuration not stated) | 8 | 5 | 8 | 0 | -3 | -2 | 0 | 4 | 7 | 9 | -0.4
16 | O=C(Nc1ccccc1)N1CCC(C(=O)N(Cc2ccco2)Cc2cccs2)CC1 | 0 | -3 | 10 | 4 | 11 | 2 | 11 | 15 | 0 | 3 | 0.6
17 | COc1cccc(N2C(=O)CC(NNC(=O)c3cccs3)C2=O)c1 (configuration not stated) | 5 | -1 | 9 | 1 | 12 | 5 | 1 | 11 | 6 | 12 | 5.5
18 | COc1ccc(Cl)cc1-c1nc(SCC(=O)NC2CC2)n[nH]1 | 7 | 0 | -3 | 3 | -4 | -9 | -1 | 12 | -8 | 5 | -0.5
19 | CC1Sc2ccc(S(=O)(=O)CCC(=O)NC3CCCCC3C)cc2NC1=O (configuration not stated) | -1 | -10 | 3 | -2 | 14 | 15 | 5 | 8 | 10 | 10 | -0.5
20 | CC(=O)N1N=C(c2ccc(C)cc2)CC1c1ccc2c(c1)OCO2 (configuration not stated) | -48 | -35 | -14 | -4 | 4 | -87 | -4 | -263 | -22 | -254 | -0.5
21 | O=C(NCc1ccccc1)c1ccc(C2SCC(=O)N2Cc2ccccc2)cc1 (configuration not stated) | -1 | -14 | 3 | 1 | 7 | 4 | 18 | 24 | 14 | 23 | -1.0
22 | CCC/C=C(\CCC)C(NC(=O)OCC(C)C)c1ccc(C(=O)OC)cc1 (configuration not stated) | 6 | 5 | 3 | 2 | -8 | -20 | 33 | 2 | 7 | -6 | -2.3
23 | COc1ccc(OC)c(NC(=O)CC(Cc2ccccc2OC)C(=O)O)c1 (configuration not stated) | 3 | 10 | -1 | -1 | 5 | 3 | 1 | 10 | -9 | 9 | -0.3
24 | CCOc1ccc(C2/C(=C(\O)c3c(C)[nH]c(C(=O)OC)c3C)C(=O)C(=O)N2CCN(C)C)cc1 (configuration not stated) | 10 | -1 | 1 | 3 | -16 | -5 | 8 | -11 | 1 | 2 | 0.3
25 | Cc1c(CN2CCC(C(=O)Nc3cccc(-c4cccc(Cl)c4)c3)CC2)cnn1C | -4 | -1 | 13 | -1 | -14 | -11 | 15 | 16 | -24 | 69* | -0.5
26 | COc1ccc(NC(=O)c2sc3cc(C(F)(F)F)cnc3c2-c2cccs2)cc1 | -9 | -8 | -6 | 0 | 10 | 2 | -3 | 11 | 13 | 5 | -3.4
27 | CCOC(=O)c1cc(-c2ccccc2)nc2c1c(C)nn2-c1ccccn1 | -5 | 12 | -2 | -2 | -16 | -25 | 8 | -21 | 14 | 22 | -0.7
28 | COc1cc(/C=N/Nc2nc(Nc3ccc(C)cc3)nc(-n3nc(C)cc3C)n2)cc(OC)c1OC | 13 | 24 | 48 | -1 | 7 | 59 | 41 | -3 | 71 | 48 | -0.8
29 | CCOc1ccc(-c2csc3nc[nH]c(=O)c23)cc1 | -29 | 5 | -13 | -5 | 2 | -44 | -4 | -168 | -63 | -116 | -0.5
30 | OC(COc1ccc(Cl)cc1Cl)Cn1ccnc1 (configuration not stated) | 4 | 0 | -13 | 3 | 5 | -15 | 5 | -15 | 12 | 0 | -0.6
31 | Clc1nc(NCc2cccnc2)nc(N2CCOCC2)n1 | 5 | -6 | 6 | 2 | -4 | -6 | -9 | 17 | 1 | -1 | -1.5
32 | Cc1cc(C)n(/N=C/c2ccccc2O)c(=O)c1 | -10 | -4 | 0 | 5 | 10 | -23 | 7 | 6 | 5 | -12 | 0.1
33 | COc1ccc(-c2nnn(CC(=O)N(Cc3cccs3)C(C)C(=O)NCCC(C)C)n2)cc1OC (configuration not stated) | 1 | 6 | -20 | 1 | 6 | -2 | 1 | 17 | 3 | 5 | 1.5
34 | Cc1ccnc(NC(=O)CNC(=O)c2ccccc2)c1 | -13 | -5 | -8 | -1 | 4 | -48 | -14 | -100 | -49 | -66 | -0.5
35 | Cc1cccc2cc(COC(=O)C(C)C)c(=O)[nH]c12 | 1 | -2 | 3 | 0 | 9 | -32 | -5 | 14 | 2 | -3 | 8.1
36 | COC(=O)c1c(C)n(-c2ccc(OC)cc2)c2ccc(O)cc12 | x | 16 | 58* | -3 | -3 | -7 | 5 | 28 | 16 | 36 | 5.7
37 | Cc1cc(C)cc(NC(=O)COC(=O)c2cccc(S(=O)(=O)N3CCCCC3)c2)c1 | 7 | 2 | -8 | -1 | 3 | -10 | 1 | 7 | -13 | 6 | -0.4
38 | COc1ccc(Cl)cc1NC(=S)N1CCCCCC1 | -18 | -9 | 5 | 1 | -1 | -18 | -3 | -14 | 4 | 1 | 0.7
39 | CC(C)CN1C(Nc2ccccc2)=NC[C@@H]1C | 2 | 0 | 7 | 1 | -3 | -1 | 3 | 5 | 9 | -6 | 2.9
40 | COc1ccccc1CC(=O)O/N=C(\N)c1cccc([N+](=O)[O-])c1 | 0 | -3 | -6 | 4 | 4 | -22 | 5 | -20 | 4 | -17 | -3.6
41 | CCCc1nc2sc(C(=O)OCC)c(N)c2c2c1COC(C)(C)C2 | -7 | 3 | 16 | 0 | -7 | 6 | 15 | 10 | -3 | -8 | 10
42 | CCC1CCCCN1S(=O)(=O)c1ccc(NC(=O)c2cccs2)cc1 (configuration not stated) | 8 | -17 | 14 | 1 | -7 | -23 | 3 | 12 | 38 | 12 | 1.0
43 | CCC(=O)Nc1cc(-c2nc3ncccc3o2)ccc1Cl | -4 | 3 | -8 | 1 | 15 | -17 | -22 | -41 | 0 | -13 | 0.7
44 | COc1ccc(CCNC(=O)NCCc2c[nH]c3ccccc23)cc1OC | 0 | -13 | 2 | -3 | 8 | 3 | 9 | 5 | -33 | -19 | 0.1
45 | CCc1noc(C)c1C(=O)OCC(=O)NCc1ccccc1OC | -3 | -3 | -1 | 3 | -2 | -4 | -17 | 2 | -10 | -6 | -0.3

Reprinted from the part before: 2 compounds, then new ones.
item | molecule | MITF TRPM1 inh | LMP1 NFkB inh | CF NFkB inh | NR2E3 ag-1 | KKLEB tox | NR2E3 ag-2 | TRAIL sens C8 | HIF-2a block | Shn3 3UTR inh | Peg3 promoter | iPSC survival up
44 | COc1ccc(CCNC(=O)NCCc2c[nH]c3ccccc23)cc1OC | 0 | -13 | 2 | -3 | 8 | 3 | 9 | 5 | -33 | -19 | 0.1
45 | CCc1noc(C)c1C(=O)OCC(=O)NCc1ccccc1OC | -3 | -3 | -1 | 3 | -2 | -4 | -17 | 2 | -10 | -6 | -0.3
46 | Cc1ccc(C(=O)Nc2ccon2)cc1S(=O)(=O)N1CCCCCC1 | -8 | -22 | 7 | 0 | -9 | -18 | 0 | -17 | 7 | -22 | 0.5
47 | CC(=O)N1CCOC12CCN(Cc1ccccc1)CC2 | x | 4 | 8 | x | -6 | -33 | -5 | 2 | -16 | 2 | -0.8
48 | CCCCN1C(=O)C(CC(=O)NCc2cccc3ccccc23)CC(C(=O)N(C)C)=C1C (configuration not stated) | x | 1 | -9 | x | 6 | 1 | 1 | 6 | -12 | -6 | -0.4
49 | COc1ccc(N(CC(=O)NCCSCc2ccccc2Cl)S(C)(=O)=O)cc1Cl | 5 | -2 | -15 | 2 | -9 | -22 | 9 | 7 | 7 | 20 | 1.1
50 | CC(=O)Nc1ccc(NC(=O)c2cc(C)nn2-c2ccccc2)cc1 | 3 | 4 | -5 | 3 | -3 | -2 | -2 | 8 | -18 | -3 | 9.8
51 | O=Cc1ccc(Sc2ncccn2)o1 | 10 | 1 | -1 | x | -6 | -4 | -21 | 19 | -1 | 1 | -0.2
52 | CCOc1ccc(C(=O)Nc2c3c(nn2C(C)(C)C)CSC3)cc1OCC | 1 | -6 | 6 | 2 | 8 | -6 | 4 | 5 | 10 | 6 | 0.0
53 | CCN(CCn1cccn1)C(=O)c1ccc(OC2CCN(C(=O)CCOC)CC2)cc1 | x | -2 | -11 | x | 1 | -2 | -15 | -11 | 11 | -15 | 0.3
54 | Nc1[nH][nH]c(=O)c1N=Nc1ccccc1 | -3 | 7 | -11 | x | 10 | -26 | 7 | -78 | -17 | -78 | -2.6
55 | CC(=C1C(=O)c2ccccc2C1=O)N1CCN(c2ccc(F)cc2)CC1 | 9 | 5 | 16 | 1 | -4 | -11 | -4 | -1 | -4 | 4 | 0.3

An excerpt; the hit share may differ from the screen's.
